IL-1B inflam inh = inhibitors of inflammasome signaling (IL-1 beta secretion) | AID 743279 | 360,000 compounds, 4.7% hits | THP-1 LPS/ATP IL-1B secretion, AlphaLISA, 16 h; active compounds read low | activity change, % at 57.5 µM; in the data active means activity change below about -50%; inconclusive means mostly about -30% to -49%; further: on the % scale 0 is the no-effect control and ±100 the full control effect
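THP-1 cells pretreated 1 hr with compounds (up to 57.5 uM final), then stimulated with LPS (250 ng/mL final) plus ATP (1.25 mM final); secreted IL-1B measured by AlphaLISA after 16 hr, decreased signal indicating inhibition.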
MCF10A rerep = DNA re-replication induction in MCF 10a cells; MCF 10A DNA re-replication, Hoechst nuclear intensity, 48 h; AID 624296; Potency, µM (highest dose often 46.1 µM), inactives show at the top dose activity, positive = re-replication, hits mostly activators; 350,000 compounds, 2.9% hits; further: potency means the concentration at half of the fitted maximal effect; % of control where 0% means no effect; nearly all actives have a fitted effect of over 50% in size
HT1080 IDH1KD tx = HT-1080 IDH1 knockdown cell toxicity (counter line); HT-1080 IDH1 knockdown viability, ATP luminescence, 48 h; Potency, µM (series often up to 46.1 µM), for inactives: at the top dose activity, negative = toxicity, most hits filed as cytotoxic; 360,000 compounds, 2% hits; AID 686971;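 further: potency means the concentration at half of the fitted maximal effect; 0% = DMSO wells and -100% = cell-free medium wells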
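% activity derives from luminescence (CellTiter-Glo), normalised to DMSO and no-cell wells. HT-1080-IDH1KD cells, 750/well, had 48 h compound exposure at 37 °C.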
KB-3-1 cytotox = KB-3-1 parental cell cytotoxicity. KB-3-1 viability, CellTiter-Glo ATP luminescence, 72 h. Potency, µM (top dose mostly 46.1 µM), for the others: top-dose activity change, negative = cytotoxic, hits mostly cytotoxic. 400,000 compounds, 1.4% hits; further: potency means the concentration at half of the fitted maximal effect; on the % scale 0 is the no-effect control and ±100 the full control effect; nearly all actives have a fitted effect of over 60% in size
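Viability of parental KB-3-1 cells, measured by CellTiter-Glo luminescence, followed a 72 h incubation at 37 °C with pinned compounds in phenol-red-free DMEM containing 10% FBS.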
S2 tox = cell viability loss in ATXN counter-screen | Potency, µM (highest dose often 56.7 µM), most hits filed as cytotoxic | 400,000 compounds, 0.49% hits | S2 cells (HEK-293 line with an ATXN2-luciferase reporter) viability, CellTiter-Fluor protease fluorescence, 24 h; further: potency means the concentration at half of the fitted maximal effect; nearly all actives have a fitted effect of over 40% in size
HT1080NT lethal = kills 2HG-producing HT-1080-NT fibrosarcoma cells; Potency, µM (highest dose often 46.1 µM), for the others: at the highest dose activity, negative = less viability, most hits filed as cytotoxic; 360,000 compounds, 1.6% hits; HT-1080-NT fibrosarcoma viability, CellTiter-Glo ATP luminescence, 48 h;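 further: NT is the 2HG producing partner of a matched IDH1 knockdown line; potency means the concentration at half of the fitted maximal effect; 0% = DMSO-treated cells and -100% = media-only wells without cells; nearly all actives have a fitted effect of over 55% in size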
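Viability by CellTiter-Glo luminescence after 48 h compound exposure at 37C of HT-1080-NT cells (750/well, RPMI, 5% FBS). % activity scaled between DMSO wells and medium-only wells, then curve-fitted and categorized by curve class.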
KB-V1 MDR tox = KB-V1 MDR subline cytotoxicity | KB-V1 MDR cells viability, CellTiter-Glo, 72 h | Potency, µM (series often up to 46.1 µM), for the others: top-dose activity change, negative = cytotoxicity, most hits filed as cytotoxic | 400,000 compounds, 3.4% hits | AID 1347076; further: potency means the concentration at half of the fitted maximal effect; on the % scale 0 is the no-effect control and ±100 the full control effect; nearly all actives have a fitted effect of over 60% in size
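In this primary screen, KB-V1 cells overexpressing P-gp are incubated with library compounds (lowest to highest concentration) for 72 h at 37 degrees C before a luminescent ATP viability read.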
ATXN2 expr inh = reduces ATXN2 reporter expression in HEK-293 cells; Potency, µM (top dose mostly 57 µM), for inactives: at the top dose activity change, negative = inhibition, most hits filed as inhibitors; HEK-293 ATXN2-luciferase reporter, luminescence, 24 h; 360,000 compounds, 0.72% hits; further: potency means the concentration at half of the fitted maximal effect; on the % scale 0 is the no-effect control and ±100 the full control effect; nearly all actives have a fitted effect of over 55% in size
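qHTS (up to 57 uM final) was run with 24 h compound exposure of reporter cells at 37 °C. Each well was multiplexed: SteadyGlo luminescence measured ATXN2-luciferase expression after a fluorogenic Gly-Phe-AFC viability readout (25 uM final).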
SW480 rerep = induces DNA re-replication in SW480 colon adenocarcinoma cells. 340,000 compounds, 1.8% hits. SW480 DNA re-replication, Hoechst DNA content imaging, 48 h. Potency, µM (top dose mostly 46.1 µM), without a hit: at the highest dose re-replication activation, actives largely listed as activators; further: potency means the concentration at half of the fitted maximal effect; % of control where 0% means no effect; nearly all actives have a fitted effect of over 55% in size
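Quantitative HTS format with DMSO vehicle controls; 48 hr drug incubation at 37 C, then 40 min Hoechst staining and scanning imager measurement at 405 nm excitation.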
* = called active by the depositor; i = inactive; u = inconclusive; x = not tested or not shown; & = joins results of further samples; [ ] = another dose, or the depositor's remark. Unless noted, the call rests on the fitted dose curve; in most records, active means well fitted curve in the direction sought with a large enough effect; inconclusive means small, poorly fitted or top-dose-only effect, or another doubt; inactive means no such curve, though single readings can be large; an effect the other way counts as inactive or inconclusive. An unsorted share of the library (roughly 11% active in at least one column).

SMILES,MCF10A rerep,HT1080NT lethal,SW480 rerep,HT1080 IDH1KD tx,ATXN2 expr inh,S2 tox,KB-3-1 cytotox,KB-V1 MDR tox,IL-1B inflam inh
CS(=O)(=O)N(CC(=O)NCc1ccncc1)c1ccc(F)c(Cl)c1,-11%,-3%,119%,16%,8%,i,5%,u,20
COC(=O)c1cc(S(=O)(=O)N2CCN(c3cccc(C)c3)C(C)C2)c[nH]1 (stereo not drawn),-2%,-1%,-7%,-1%,-14%&-14%,i,-13%&0%,-17%&14%,-9
CCOc1ccc(OCC)c(NC(=O)C2CCCN(S(=O)(=O)c3c(C)noc3C)C2)c1 (stereo not drawn),-2%,4%,-5%,4%,-11%,i,6%,24%,7
O=C(NCc1ccc(Cl)cc1)c1nccnc1CO,1%,5%,-13%,11%,0%,u,11%,7%,-13
Cc1ccc(NS(=O)(=O)c2cccc(C(=O)NC3CC3)c2)c(C)c1,u,1%,10%,-2%,-8%,i,-7%,u,-30
CC(=O)C1=C(c2ccccc2)OC(N)=C(C#N)C1c1ccccc1F (stereo not drawn),2%,8%,-10%,-2%,-2%,i,-5%,-10%,-5
CCOC(=O)N1CCN(C(=O)c2ccc(CS(=O)c3cccc(C)c3)o2)CC1 (stereo not drawn),x,3%,x,7%,x,u,10%,-27%,3
CN(C)C1=NC[C@H](Cc2ccccc2)N1CC1CCCCC1,2%,0%,u,-4%,-25%,i,0%,12%,-11
O=C(/C=C/c1cccc([N+](=O)[O-])c1)c1cccs1,3.3µM*,10µM*,5.8µM*,16µM*,u,u,u,u,-88*
CCCCCCCCCC(=O)NNC(=O)c1c(O)c2ccccc2n(CC)c1=O,6%,-1%,-2%,-16%,u,u,u,u,17
CCCCSCCCNC(=O)C1CCN(Cc2nc(-c3cccc(Br)c3)oc2C)CC1,x,x,x,x,4%,i,-19%,-8%,x
Cc1cc(Cl)ccc1NC(=O)Cn1nnc2sc(-c3ccccc3)cc2c1=O,x,x,x,x,16%,i,1%,0%,x
CN(Cc1cccc(F)c1)C(=O)c1ccc(S(=O)(=O)C(F)F)cc1,-1%,2%,0%,-1%,3%,i,2%,-12%,7
CCOC(=O)/C=C1\SC(C)C(=O)N1CC(=O)N(CCC#N)c1ccccc1 (stereo not drawn),-3%,0%,-2%,-4%,x,i,-18%,-20%,0
Fc1ccc2c(c1)[C@H]1OCC[C@H]1[C@@H](c1ccco1)N2,-186%[0.0737 µM],1%,-15%,11%,-7%,i,0%,10%,-14
Cc1cc(Cl)ccc1NC(=O)CN1CCN(C(=O)c2ccco2)CC1,1%,16%,-4%,13%,11%,i,11%,-1%,0
COc1ccc(CNc2nc3ccccc3n2CCN2CCOCC2)cc1,u,-15%,0%,-5%,-7%,i,3%,-5%,-10
COC(=O)c1scc(C)c1NC(=O)c1cccc(C#N)c1,0%,8%,-21%,2%,1%,i,8%,4%,-12
COc1ccc(C)cc1N(CC(=O)NCCSCc1ccco1)S(=O)(=O)c1ccc(C)cc1,u,-19%,u,-15%,-31%,i,u,u,-25
CCCCOc1ccc(NC(=O)Cn2c(=O)ccc3c(C)cc(C)nc32)cc1,-1%,1%,-2%,-11%,-20%,i,3%,-24%,-1
O=C(Nc1ccc(Cl)c(C(F)(F)F)c1)[C@@H]1CC=C[C@@H]2CCN(C3CC3)C(=O)[C@@H]21,15%,11%,-6%,9%,-2%,i,0%&13%,u,-9
COc1ccc(-n2c(SC3CCOC3=O)nc3ccccc3c2=O)cc1OC (stereo not drawn),1%,-3%,-5%,-2%,6%,i,-1%,11%,-14
O=C(NCc1ccccc1)c1cc2ccccc2o1,-1%,-6%,9%,18%,28%&52%,i,6%&0%,u,5
COc1ccccc1CN1CC(C(=O)NCc2c(F)ccc(C)c2F)CCC1=O (stereo not drawn),1%,-5%,-22%,0%,14%,i,0%,-7%,21
O=C(Nc1cccc(Cl)c1)NC1CCCCC1,8%,0%,15%,2%,60%[activator],i,u,-21%,-27
COc1ccc(C)cc1NC(=O)CSc1nnc(-c2ccc(Br)cc2)o1,13µM*,-3%,20%,7%[9.24 µM],24%,i,3%,-4%,-29
O=S(=O)(O)c1cc(I)c(O)c2ncccc12,8%,x,5%,x,-3%,i,x,x,x
COc1ccc(/C=C/C(=O)OC(C)CN2CCOCC2)cc1 (stereo not drawn),7%,-3%,-1%,0%,-3%,i,-7%,u,-15
Cn1sccc1=O,6%,u,1.6µM*,u,2%,i,0%,1%,-53*
O=C(CN1CCCCC1)N/N=C/c1cccc(C(F)(F)F)c1,-2%,-1%,-10%,-3%,-15%,i,0%,-2%,-24

Single records (already shown). Order of screens: MCF10A rerep | HT1080NT lethal | SW480 rerep | HT1080 IDH1KD tx | ATXN2 expr inh | S2 tox | KB-3-1 cytotox | KB-V1 MDR tox | IL-1B inflam inh
Results for COc1ccc(/C=C/C(=O)OC(C)CN2CCOCC2)cc1 (stereo not drawn) : 7% | -3% | -1% | 0% | -3% | i | -7% | u | -15
Results for COc1ccc(-n2c(SC3CCOC3=O)nc3ccccc3c2=O)cc1OC (stereo not drawn) : 1% | -3% | -5% | -2% | 6% | i | -1% | 11% | -14
Results for COc1ccccc1CN1CC(C(=O)NCc2c(F)ccc(C)c2F)CCC1=O (stereo not drawn) : 1% | -5% | -22% | 0% | 14% | i | 0% | -7% | 21
Results for O=C(NCc1ccccc1)c1cc2ccccc2o1 : -1% | -6% | 9% | 18% | 28%&52% | i | 6%&0% | u | 5

(further entries)
SMILES,MCF10A rerep,HT1080NT lethal,SW480 rerep,HT1080 IDH1KD tx,ATXN2 expr inh,S2 tox,KB-3-1 cytotox,KB-V1 MDR tox,IL-1B inflam inh
C=CCn1c(=O)c(C(C)=O)cn(N(C)c2ncc(C(F)(F)F)cc2Cl)c1=O,0%[9.22 µM],19%,-84%[inhibitor],10%,-36%,i,3%,1%,38
Cc1[nH]c2ccc(C(=O)NCCCN3CCCCCC3)cc2c1C,-3%,-4%,27%,-4%,-15%,i,-5%,-11%,-20
Cc1ccc(NC(=O)NCc2nc3ccccc3n2C)cc1,u,3%,21µM*,1%,u,i,-13%,1%,19
Cn1cccc1/C=N/n1c(-c2ccc(Cl)cc2Cl)n[nH]c1=S,5%,-1%,-3%,-5%,2%,i,-2%,-3%,4
COc1ccc(C2(CNC(=O)C(=O)Nc3cccc(C(F)(F)F)c3)CCCC2)cc1OC,x,x,x,x,-7%,i,-19%,-17%,x
CCC(=O)NC(c1cc(Cl)c2cccnc2c1O)C1CC1 (stereo not drawn),8%,x,17%[9.22 µM],x,u,u,u,u,x
Nc1ccc2c(c1)C(=O)c1ccccc1-2,1%,15%,u,15%,30%,i,-1%,14%,-9
COc1ccc(N(CC(=O)Nc2ccc(C)cn2)S(=O)(=O)c2c(C)nn(C)c2C)cc1,4%,18%,2%,0%,7%,i,-3%,-3%,21
O=C(Nc1ccccc1N1CCOCC1)C1CCCCN1S(=O)(=O)c1ccccc1 (stereo not drawn),u,0%,4%,-19%,-10%,u,0%,u,0
OCc1ccccc1-c1nc(NCc2ccccc2)nc2ccsc12,x,-24%,x,u,8%,i,0%,-6%,0
O=C(CSc1cn(CC(=O)N2CCCC2)c2ccccc12)Nc1ccc(Cl)cc1,x,x,x,x,-8%,u,-14%,-15%,x
CSC(=NS(=O)(=O)c1ccccc1)NNC(=O)c1c(-c2c(Cl)cccc2Cl)noc1C,x,4%,x,3%,8%,i,1%,-1%,22
Cc1cnc(NC(=O)CCCNC(=O)c2ccc(Cl)cc2)s1,-1%,2%,-2%,19%,x,i,-9%,u,38
Cc1ccc(S(=O)(=O)CC(=O)Nc2ccc(S(=O)(=O)Nc3onc(C)c3C)cc2)cc1,-1%,13%,10µM*,6%,9%,i,5%,15%,27
CCc1nnc(NC(=O)c2ccc(-c3ccc(Cl)cc3)o2)s1,2%,u,4%,23%,13%,i,4%,0%,-11
O=C(CSc1nnc(NC(=O)c2ccccc2[N+](=O)[O-])s1)NCc1ccco1,-3%,-13%,2%,-1%,2%,i,-4%,u,34
Cc1ccc(C(=O)N2Cc3ccccc3CC2C(=O)O)cc1 (stereo not drawn),-10%,2%,-5%,14%,-10%,i,12%,-3%,35
C[C@H](NC(=O)c1ccco1)C(=O)Nc1ccc(C#N)cc1,4%,-1%,-10%,-1%,-18%,i,-7%,15%,3
CC1=Nc2cc(C(=O)N3CCCCC3)ccc2Sc2ccc(C)cc21,2%,-2%,-4%,-12%,5%&-3%,u,16%&-4%,-11%&0%,-2
COc1ccc(-c2[nH]ncc2/C=N\NC(=O)c2ccc(Br)o2)cc1OC,-3%,2%,-2%,0%,-9%,i,15%,7%,-4
N#CC(C#N)=C1NC2(CCCC2)Cc2ccccc21,17%,-3%,-3%,2%,-6%,i,13%,u,-2
CCC(C)(C)NC(=O)C(c1cccc(OC)c1OC)N(C(=O)CCC(=O)Nc1cc(C)on1)c1ccc2c(c1)OCCO2 (stereo not drawn),u,-3%,-3%,-11%,-8%,u,2%,-21%,-13

Limited to HT1080NT lethal, for some of the entries so far:
smiles	HT1080NT lethal
CSC(=NS(=O)(=O)c1ccccc1)NNC(=O)c1c(-c2c(Cl)cccc2Cl)noc1C	4%
Cc1cnc(NC(=O)CCCNC(=O)c2ccc(Cl)cc2)s1	2%

Bioassay records (PubChem BioAssay)
